# Screens from PubChem.
# Scp-1 inhibitor: Scp-1 (human) phosphatase inhibition; inhibition, % at 20 µM; Recombinant Scp1, phosphopeptide, malachite green phosphate absorbance; actives 0.88% (n = 340,000); Q9GZU7;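 active means inhibition above about 50% at 20 µM, limit read from the data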;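 further: plate controls were DMSO wells with enzyme for no effect and wells lacking enzyme for full effect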
#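 Material: truncated SCP-1 phosphatase (76-261aa) / Buffer or medium: 50 mM Tris acetate pH 5.5, 0.005% Tween-20, 10 mM MgCl2 / Compound dosing: one concentration, 20 µM, with 1.0% DMSO / Incubation: 45 min room-temperature reaction, 5 min colour, 30 min stabiliser / Detection: colorimetric free-phosphate detection, absorbance 630 nm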
# Rpn11 block: inhibitors of human proteasome Rpn11; human 26S proteasome, Ub4-pepOG fluorescence polarization; 20S core pre-blocked with epoxomicin; calls only at 20 µM; actives 0.59% (n = 360,000); O00487;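 active means inhibition at 20 µM, scaled to each plate's controls, above about 33%, limit read from the data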
# Target sequence (O00487 whole entry, looked up): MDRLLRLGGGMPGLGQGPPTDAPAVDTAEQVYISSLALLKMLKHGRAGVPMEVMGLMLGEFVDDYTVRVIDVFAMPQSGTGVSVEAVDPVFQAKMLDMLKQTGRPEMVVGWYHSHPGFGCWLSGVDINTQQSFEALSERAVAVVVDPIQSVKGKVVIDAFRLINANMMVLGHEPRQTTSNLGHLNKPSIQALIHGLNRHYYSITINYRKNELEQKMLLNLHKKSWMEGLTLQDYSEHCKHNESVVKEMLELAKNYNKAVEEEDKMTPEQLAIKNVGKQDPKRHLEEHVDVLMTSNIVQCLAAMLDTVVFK
# STEP block: blocks human striatal-enriched tyrosine phosphatase; actives 0.25% (n = 360,000); inhibition, % at 20 µM; AID 588621; P54829; recombinant STEP, OMFP fluorogenic substrate, fluorescence;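 active means inhibition at 20 µM, scaled per plate between control wells, above about 37%, limit read from the data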;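 further: 0% = DMSO with enzyme and substrate and 100% = substrate only without enzyme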
#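 medium = Bis-Tris buffer pH 6.0, 2.5 mM DTT, 0.005% Tween 20 | test system = STEP (striatal-enriched tyrosine phosphatase) enzyme, cell-free | measure = normalized % inhibition | compound dosing = 20 µM, 1% DMSO | also added = 25 µM OMFP | schedule = reaction 20 min, ambient temperature | measured by = fluorescence read at 480 nm ex / 540 nm em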
# CSN deneddyl inh: blocks human CSN-mediated cullin deneddylation | actives 0.38% (n = 360,000) | inhibition, % at 12.5 µM | Purified CSN, SCF-Nedd8-OG deneddylation, fluorescence polarization | AID 651999;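 active means pattern-corrected inhibition above about 35%, with an unprinted fluorescence ratio check between 0.5 and 1.5, limit read from the data, passing the limit was not always enough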;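 further: 0% = enzyme with substrate and 100% = substrate without enzyme; some results filed as inactive read as strong as hits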
#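 Test system: purified human Csn5 enzyme expressed in HEK293T cells. Amount: 0.24 nM enzyme. Reagent: SCFSkp2-Nedd8OG substrate at 10 nM final. Schedule: 90 min incubation of compound, enzyme and substrate at room temperature. Detection: fluorescence polarization. Read-out: % inhibition of substrate cleavage by Csn5.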
# TbMetRS inhib: blocks T. brucei methionyl-tRNA synthetase activity; actives 0.4% (n = 360,000); purified T. brucei MetRS, ATP depletion, Kinase-Glo luminescence; inhibition, % at 11.9 µM;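 active means inhibition above a per-plate cutoff of the control wells' mean inhibition plus 3 SD, cut at about 5.5% in these data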;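 further: 0% = DMSO wells median and 100% = median of wells with control inhibitor compound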
#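 Test system: purified T. brucei MetRS enzyme. Also added: ATP, methionine and E. coli bulk tRNA substrates. Compound: 11.9 µM single point. Schedule: 15 min enzyme-compound preincubation, 2 h reaction, 10 min detection, 25 °C. Signal: luciferase luminescence of residual ATP, Kinase-Glo. Evaluation: percent inhibition versus plate control medians. Controls: DMSO wells, low control.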
# SUMO1 PPI mod: SUMO1-SIM interaction modulation | AID 602429 | SUMO1 binding to a labelled peptide, TR-FRET, 1 h | inhibition, % at 20 µM | actives 0.33% (n = 360,000); in the data active means inhibition above about 37%
# Target sequence (P63165 whole entry, looked up): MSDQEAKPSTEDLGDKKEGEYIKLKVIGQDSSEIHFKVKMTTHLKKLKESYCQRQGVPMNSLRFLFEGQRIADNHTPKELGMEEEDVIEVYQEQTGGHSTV
# DNMT1 block: inhibitors of human DNMT1; P26358; DNMT1 molecular beacon, Hinp1I cleavage, fluorescence; inhibition (reported as % activation of signal), % at 10 µM; actives 0.83% (n = 360,000); in the data active means inhibition above about 50%
# PABP1 MLLE inh: blocks PAM2 peptide binding to the PABP1 MLLE domain | actives 0.36% (n = 360,000) | P11940 | inhibition, % at 20 µM | GST-MLLE / FITC-PAM2 fluorescence polarization; in the data active means inhibition above about 35%, passing the limit was not always enough;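 further: plate controls were DMSO wells with GST-MLLE for no effect and wells lacking GST-MLLE protein for full effect; some results filed as inactive read as strong as hits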
# Target sequence (P11940 whole entry, looked up, the tested form may be a part): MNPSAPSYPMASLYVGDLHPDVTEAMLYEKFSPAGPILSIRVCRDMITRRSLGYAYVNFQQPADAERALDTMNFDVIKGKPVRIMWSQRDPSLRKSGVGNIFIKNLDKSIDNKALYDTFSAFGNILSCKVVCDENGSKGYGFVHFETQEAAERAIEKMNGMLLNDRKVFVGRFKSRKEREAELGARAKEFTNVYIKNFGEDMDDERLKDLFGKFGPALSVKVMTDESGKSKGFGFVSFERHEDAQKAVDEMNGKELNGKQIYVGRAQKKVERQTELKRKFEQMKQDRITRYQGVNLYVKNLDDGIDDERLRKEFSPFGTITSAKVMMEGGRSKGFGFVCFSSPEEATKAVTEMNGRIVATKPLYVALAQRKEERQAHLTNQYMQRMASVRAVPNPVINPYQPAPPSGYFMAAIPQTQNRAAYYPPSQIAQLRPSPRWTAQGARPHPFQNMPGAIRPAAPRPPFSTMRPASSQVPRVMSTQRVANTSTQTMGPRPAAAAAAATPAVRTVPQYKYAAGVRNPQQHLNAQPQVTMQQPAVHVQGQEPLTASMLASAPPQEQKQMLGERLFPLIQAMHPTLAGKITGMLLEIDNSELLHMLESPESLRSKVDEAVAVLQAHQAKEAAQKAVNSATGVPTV
# NadD inh: blocks S. aureus nicotinate mononucleotide adenylyltransferase; actives 0.78% (n = 360,000); purified NadD enzyme, colorimetric absorbance read-out; inhibition, % at 20 µM; in the data active means inhibition above about 26%; further: some compounds past the cut are filed as inactive
# LMPTP block: LMPTP (human) inhibition; P24666; recombinant LMPTP-A, OMFP fluorogenic substrate, fluorescence intensity; inhibition, % at 20 µM; actives 0.22% (n = 360,000);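 active means compounds that cut the enzyme signal by at least half of the control window in the single-dose screen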;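 further: plate controls were DMSO wells with enzyme plus substrate for no effect and substrate without enzyme for full effect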
#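 Assay system: LMPTP-A, protein tyrosine phosphatase of low molecular weight / Medium: pH 6.0 Bis-Tris buffer with DTT and Triton X-100 / Schedule: 50 min enzyme reaction at room temperature, protected from light / Measured by: endpoint fluorescence intensity from OMFP dephosphorylation / Read-out basis: % inhibition relative to no-enzyme and uninhibited control wells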
# Starred values were filed as active, the others as inactive; i = inactive; nt = no result given; + = active, no number.
SMILES,Scp-1 inhibitor,Rpn11 block,STEP block,CSN deneddyl inh,TbMetRS inhib,SUMO1 PPI mod,DNMT1 block,PABP1 MLLE inh,NadD inh,LMPTP block
Cc1cccc(C(=O)OCC(=O)N2CCCCCC2)c1O,1,i,-1,4,-0.4,4,5,-10,0,0.2
CC(=O)Nc1ccc(Nc2cc(N3CCOCC3)c3nonc3c2[N+](=O)[O-])cc1,1,i,4,-13,-1.3,-34,3,5,-1,1.0
CSc1nnc2c(n1)OC(c1ccsc1)N(C(C)=O)c1ccccc1-2 (stereo not drawn),-5,i,1,3,-0.2,-20,2,2,-1,-0.3
CC(C)OCCCNC(=O)C1CCN(S(=O)(=O)N2CCCC2)CC1,-11,i,2,-3,-0.2,3,2,-1,-5,-1.0
Brc1ccc(-c2csc(-c3ccncc3)n2)cc1,-6,i,2,7,0.3,-14,0,9,4,2.7
COc1ccccc1NS(=O)(=O)c1cccc(C(=O)N2CCCCCCC2)c1,-6,i,-1,3,-0.8,-23,2,10,1,-6.0
CSc1ccc(CN2CCC(CO)(CCOc3ccccc3)CC2)cc1,-4,i,1,4,1.0,1,-5,11,2,0.1
Cc1ccccc1NC(=O)c1onc2c1CCCC2,14,i,-1,-4,-0.7,-5,-2,-3,-3,-1.2
COc1ccccc1-c1noc(-c2ccccc2C(=O)Nc2cccnc2)n1,0,i,-2,3,-0.9,3,8,6,1,0.7
CCN(Cc1ccccc1)C(=O)c1ccc2c(=O)n3c(nc2c1)CCC3,-1,i,1,1,-0.3,5,-1,-2,1,-0.2
Cc1ccccc1C(=O)Nc1ccccc1N1CCN(C(=O)c2ccccc2)CC1,-4,i,2,-2,-0.3,1,-1,3,-5,0.6
O=C(O)c1ccc(OCC(O)Cn2cnc3ccccc32)cc1 (stereo not drawn),-5,i,-2,-2,0.5,-2,3,5,5,-2.1
CCOc1cc(/C=N/NC(=O)c2ccc3c(c2)OCCO3)cc(Br)c1O,-7,i,2,1,0.1,12,-5,2,14,-2.5
CC(=O)Nc1c(-c2ccc(F)cc2)nc2ccccn12,-9,i,-3,0,-0.5,-2,-1,8,1,-0.5
COc1ccc(Cc2nc3ccc(C(=O)N4CCCCC4CCO)cc3o2)cc1 (stereo not drawn),-6,i,-4,3,0.2,0,-1,2,-2,3.3
COc1cccc(/C=C/C(=O)OCC(=O)Nc2ccccc2Sc2ccccc2)c1,-10,i,-1,1,-0.6,-2,-4,-15,-14,-0.6
CCn1c(=O)cc(OCC(=O)Nc2ccc3c(c2)OCCO3)c2ccccc21,-5,i,2,-5,-0.2,4,-5,-2,-1,-0.2
C[C@@H]1COC(=O)[C@H](NC(=O)OCC2c3ccccc3-c3ccccc32)C/C=C\C[C@@H](CC(=O)N[C@H](CO)Cc2ccccc2)C(=O)N1,-5,i,-2,-2,-0.1,-4,-10,5,1,4.2
CCOC(=O)C1(C)NC(c2ccc(O)cc2)C2C(=O)N(c3ccccc3)C(=O)C21 (stereo not drawn),-6,i,0,5,0.1,-2,1,-4,-1,-0.3
CC1CCN(c2ccc3c(c2)S(=O)(=O)c2cccc(C(=O)NC4CCCCC4)c2C3=O)CC1,-8,+,-2,17,-0.3,-30,-1,-95,22,4.0
COc1ccc(C(=O)Oc2ccc(C(=S)N3CCOCC3)cc2)cc1,5,i,5,-3,-0.1,0,-36,29,-3,0.3
CCC(=O)N1CCC1(C)C(=O)Nc1cccc2cccnc12 (stereo not drawn),nt,i,-1,6,-0.1,2,2,3,1,0.5
CCCNC(=O)c1ccc(N2CC3CC(C2)c2cccc(=O)n2C3)c(NC(=O)Nc2ccc(CC)cc2)c1 (stereo not drawn),-5,i,-1,2,0.0,3,-4,11,4,1.2
Cc1ccc(NS(=O)(=O)c2cc(C(=O)NCc3ccccn3)ccc2Cl)cc1C,-3,i,-2,-6,-0.1,4,-2,2,5,-0.4
Cc1ccc(C(=O)NCC#N)cc1,-7,i,-1,3,0.1,1,2,-13,3,-2.6
SMILES,Scp-1 inhibitor,Rpn11 block,STEP block,CSN deneddyl inh,TbMetRS inhib,SUMO1 PPI mod,DNMT1 block,PABP1 MLLE inh,NadD inh,LMPTP block
N#Cc1c(NC(=S)NC(=O)c2ccccc2)sc2c1CCCC2,-9,i,-1,-5,-0.1,6,1,-17,4,13
CCC(C)c1ccccc1NC(=O)C1CCCO1 (stereo not drawn),-6,i,-3,3,-0.6,-3,-1,1,-1,0.0
CCc1ccccc1NC(=O)Nc1cc(F)ccc1F,-9,i,-4,0,-0.6,0,2,17,-4,-0.4
CCOC(=O)[C@@H]1[C@H]2COc3cc(OC)ccc3[C@H]2N2C(=O)N(c3cccc(F)c3)C(=O)[C@@]12C,-14,i,0,-2,-0.4,0,-4,10,-17,0.2
CC(=O)Nc1ccc2c(c1)nc1n2CCN(C(C)c2ccccc2)C1 (stereo not drawn),-7,i,0,-4,-1.0,-3,-2,-5,-8,-2.1
CSc1nc(C)cc(C)c1C#N,-11,i,2,0,-0.1,4,3,-2,0,0.6
CCOC(=O)Cc1csc(NC(=O)CC(C)(C)CC(=O)O)n1,5,i,-1,0,0.1,8,-1,-2,-3,-0.2
O=C(Nc1cccc(-c2nc3cccnc3s2)c1)c1ccco1,-7,i,4,8,-0.7,-14,-2,1,8,0.4
Cc1ccc(/C=C/C(=O)Nc2cccc(S(=O)(=O)N3CCOCC3)c2)o1,-4,i,1,4,-0.2,2,-22,-35,2,-0.9
C=CCOc1nc2c(c(=O)n(Cc3ccc(Cl)c(Cl)c3)c(=O)n2C)n1C,-4,i,4,-3,-1.3,1,4,-2,-6,0.3
CCOc1ccc(CNC(=O)CCCn2ccc3cc(S(=O)(=O)N4CCCC4)ccc32)cc1,-9,i,-1,-2,-0.3,4,1,1,-5,2.4
Cc1ccc(C)c(NC(=S)N2CCN(S(C)(=O)=O)CC2)c1,-7,i,4,-2,-0.1,5,6,-18,-1,4.6
Cc1ccc(NC(=O)COC(=O)CCc2c[nH]c3ccccc23)cc1,nt,i,6,-6,-0.4,5,-4,-1,-7,0.5
CC(SCC(=O)Nc1ccccc1Br)c1nc2ccccc2c(=O)[nH]1 (stereo not drawn),0,i,-1,-7,0.0,5,-2,-5,2,-0.9
CCOC(=O)CN1C(=O)N[C@@H](CCc2ccccc2)[C@H](C(=O)OC)[C@H]1C,3,i,1,-3,-0.4,-1,-1,7,-11,-1.1
CCOc1ccc(NC(=O)COc2ccc(-n3cnnn3)cc2)cc1,-7,i,-1,-7,-0.5,3,1,-3,3,0.2
CCC(C)NC(=O)Cn1nc([N+](=O)[O-])c(Cl)c1C (stereo not drawn),5,i,-4,5,-0.3,-12,1,1,1,0.0
CC(C)NCc1c(O)c(Br)cc2oc3c(c12)CCCC3,-5,i,0,-4,-0.1,-6,-7,-8,4,0.2
COc1cccc(NC(=O)CSc2nnc3c(n2)[nH]c2ccc(C)cc23)c1,-2,i,1,2,80*,0,23,13,11,0.2
O=c1cc(-c2ccccc2)nc(Cc2c(Cl)cccc2Cl)[nH]1,-5,i,2,2,0.0,4,4,7,-2,0.3
Cc1cccc(NC(=O)CSc2nnc(NC(=O)CN3CCOCC3)s2)c1,1,i,-5,2,-1.9,4,3,-9,-3,0.1
COC(=O)Nc1nnc(-c2ccncc2)s1,-3,i,6,0,-0.3,-1,2,36*,5,-0.7
O=C(N[C@H]1CC[C@H](CCNS(=O)(=O)c2ccc(Cl)cc2)O[C@@H]1CO)c1cccc(F)c1,nt,nt,nt,5,-1.3,-1,nt,nt,nt,-0.5
Cc1cc(NCCCn2ccnc2)n2ncc(-c3ccc(Cl)cc3)c2n1,-4,i,1,6,-0.7,5,-13,-2,19,-5.2
CC(=O)c1cccc(NC(=O)Cn2nc(-c3ccc(Cl)cc3)ccc2=O)c1,51*,i,-2,5,-0.5,-1,0,4,-11,0.2
SMILES,Scp-1 inhibitor,Rpn11 block,STEP block,CSN deneddyl inh,TbMetRS inhib,SUMO1 PPI mod,DNMT1 block,PABP1 MLLE inh,NadD inh,LMPTP block
CCCNC(=O)c1n[nH]c(=O)c2ccccc12,-5,i,-2,5,-0.2,-1,-1,5,6,-1.2
COc1ccc(CCN(C)C2CCCN(C(=O)CCC(F)(F)F)C2)cc1OC (stereo not drawn),-5,i,-2,5,-0.2,2,0,-4,-2,-1.8
O=S(=O)(N1CCCCC1)N1CCN(c2cc(Cl)ccc2Cl)CC1,-15,i,5,-2,0.1,5,-2,-5,-6,0.9
Cc1ccccc1-n1c(N)c(C(=O)Nc2ccc(F)cc2)sc1=S,3,i,5,-4,-1.0,2,9,26,-1,-0.9
COC(=O)c1[nH]c2ccc(Cl)cc2c1NC(=O)CN1CCc2cc(OC)c(OC)cc2C1,6,i,-5,-3,0.2,-10,-8,-121,8,2.4
CCOc1ccccc1C(=O)NN1C(=O)CCC1=O,-6,i,0,1,-0.7,-2,6,-14,0,-0.3
COc1ccccc1CNC(=O)c1cc(S(=O)(=O)N2CCN(c3ccccc3)CC2)ccc1Cl,5,i,4,4,-0.2,-3,-1,-1,1,2.7
CN(CC(=O)Nc1ccccc1Br)C(=O)C(Cc1ccccc1)NC(=O)c1ccccc1 (stereo not drawn),-5,i,0,-3,-0.3,17,4,15,2,-1.3
O=C(Nc1ccc(Cl)cn1)C1CCCN(c2ncnc3c2nc2n3CCCCC2)C1 (stereo not drawn),-1,i,0,2,-0.1,2,1,4,6,1.3
CCOC(=O)[C@H]1[C@H]2COc3cc(OC)ccc3[C@@H]2N2C(=O)CN(Cc3ccc(Cl)cc3)C(=O)[C@@]12C,-5,i,0,-3,-0.1,-1,1,12,-7,-0.6
